AmpC inh detg = AmpC beta-lactamase inhibition with detergent present; AID 485294; P00811; AmpC hydrolysis of nitrocefin, absorbance 480 nm, 0.01% Triton; actives 0.041% (n = 370,000); Potency, µM (top dose mostly 114 µM), without a hit: at the top dose activity change, negative = inhibition, actives largely listed as inhibitors;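 also: potency is read from the fitted curve at half-maximal effect; 0% = no-compound wells and -100% = no-enzyme wells; nearly all actives have a fitted effect of over 25% in size; some results filed as inactive show a strong effect at the top dose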
Target sequence (P00811 whole entry, looked up): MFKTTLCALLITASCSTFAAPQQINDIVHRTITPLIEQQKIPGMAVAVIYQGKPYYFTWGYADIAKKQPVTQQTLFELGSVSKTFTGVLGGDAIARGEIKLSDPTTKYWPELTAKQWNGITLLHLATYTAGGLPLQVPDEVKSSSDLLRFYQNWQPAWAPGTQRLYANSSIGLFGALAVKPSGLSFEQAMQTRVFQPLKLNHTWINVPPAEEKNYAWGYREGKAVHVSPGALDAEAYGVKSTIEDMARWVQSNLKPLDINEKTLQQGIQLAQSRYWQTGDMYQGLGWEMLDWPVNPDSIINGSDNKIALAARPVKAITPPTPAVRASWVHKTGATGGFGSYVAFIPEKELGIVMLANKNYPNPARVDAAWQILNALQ
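AmpC (5.3 nM in the dispensed reagent) in 20 mM phosphate pH 7.0 with 0.01% (detergent screen) or 0.0001% Triton X-100 was preincubated with compounds for 15 min at room temperature. Nitrocefin was then added from an 800 uM solution, and hydrolysis was followed at 480 nm.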
Sm TGR inh = S. mansoni TGR enzyme inhibition | Q962Y6 | purified TGR, DTNB reduction, TNB absorbance 405 nm | Potency, µM (doses to about 114 µM), for inactives: top-dose activity change, negative = inhibition, hits mostly inhibitors | actives 3% (n = 360,000); also: potency is read from the fitted curve at half-maximal effect; nearly all actives have a fitted effect of over 60% in size
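TGR 20 nM + NADPH 100 uM (dispensed conc.), cpd preinc 15 min RT; start with NADPH (500 uM addition) then DTNB (15 mM addition). Kinetic TNB absorbance, 405 nm filter. Four-parameter Hill fit across titration.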
HCMV inh = inhibitors of human cytomegalovirus; HFF cells, HCMV-luciferase reporter, 72 h; stronger effect = lower value; activity change, negative = inhibition, % at 57.5 µM; actives 4.5% (n = 410,000); AID 1259415; in the data active = activity change below about -60%; inconclusive = no clear call, values can overlap the other calls; inactive = above about -39%
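Two-dose cell screen: HFF monolayers treated with compounds and infected with luciferase-expressing HCMV at 1 PFU/cell, 72 h at 37C, then lysed for luciferase measurement.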
AMA1 RON2 block = inhibitors of Plasmodium falciparum AMA1-RON2 interaction; AID 720542; actives 0.2% (n = 360,000); Potency, µM (titrated, usually from 58.2 µM), for inactives: at the top dose activity change, negative = inhibition, most hits filed as inhibitors; AlphaScreen AMA1-biotinylated RON2 peptide binding;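 also: potency is read from the fitted curve at half-maximal effect; 0% = vehicle wells and -100% = peptide control; nearly all actives have a fitted effect of over 45% in size; some results filed as inactive show a strong effect at the top dose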
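AMA1 (3D7) with his tag at 25 nM final met compounds first, then biotinylated RON2 peptide at 25 nM; detection used donor plus acceptor beads, 10 µg/mL apiece, read by AlphaScreen after 30 min at room temperature.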
HCV inhibitor = inhibitors of hepatitis C virus infection; Potency, µM (series often up to 41.8 µM), for the others: at the top dose activity change, negative = inhibition, hits mostly inhibitors; actives 3.4% (n = 340,000); Huh7.5.1 HCVcc-Cre infection, luciferase reporter, 44 h; AID 651820; also: potency is read from the fitted curve at half-maximal effect
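Whole-lifecycle infectious HCVcc-Cre system; cells 1,000/well, compound then virus (~0.5 moi) added 4 h after plating, 44 h culture. Luciferase read 15 sec following 15 min substrate incubation, room temp.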
FBPA Giardia inh = inhibitors of Giardia lamblia fructose-1,6-bisphosphate aldolase; A8B2U2; purified Giardia FBPA; Potency, µM (highest dose often 59.6 µM), inactives show at the highest dose activity, negative = inhibition, hits mostly inhibitors; actives 0.71% (n = 290,000); also: potency is read from the fitted curve at half-maximal effect; nearly all actives have a fitted effect of over 55% in size
Target sequence (A8B2U2 whole entry, looked up): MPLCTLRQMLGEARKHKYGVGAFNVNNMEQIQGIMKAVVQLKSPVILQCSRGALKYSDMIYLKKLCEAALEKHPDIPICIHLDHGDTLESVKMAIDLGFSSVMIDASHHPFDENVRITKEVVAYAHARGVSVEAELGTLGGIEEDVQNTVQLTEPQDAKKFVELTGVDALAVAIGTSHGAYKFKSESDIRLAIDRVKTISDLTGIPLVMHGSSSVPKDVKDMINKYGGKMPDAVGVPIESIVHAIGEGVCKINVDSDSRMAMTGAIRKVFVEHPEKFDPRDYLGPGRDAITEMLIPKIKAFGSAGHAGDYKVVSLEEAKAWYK
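40 nM FBPA preincubated 10 min at RT with compound (up to 57.5 uM final), then substrate plus GAPDH/TPI/NAD/arsenate coupling and diaphorase/resazurin added. Fluorescence read after 20 min at RT, 525/598 nm.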
* = called active by the depositor; ? = inconclusive; . = no result given; & = joins results of further samples; [ ] = another dose, or the depositor's remark. Unless noted, calls follow the shape of the dose curve; as a rule, active = well fitted curve in the direction sought with a large enough effect; inconclusive = small, poorly fitted or top-dose-only effect, or another doubt; inactive = no such curve, though single readings can be large; an effect the other way counts as inactive or inconclusive. Unless noted, % is scaled to controls: 0 for no effect and ±100 for the full control effect.

SMILES	AmpC inh detg	Sm TGR inh	HCMV inh	AMA1 RON2 block	HCV inhibitor	FBPA Giardia inh
C1=CC(c2cc3ccccc3o2)OC(CCc2ccccc2)C1 (stereo unspecified)	?	-21%	20	49%[activator]	5%	1%
CCOc1ccccc1NC(=O)COC(=O)c1c(CC)noc1C	?	-1%	0	-9%	?	.
CCOC(=O)C1CCCN(C(=O)c2ccc(OC(C)=O)cc2)C1 (stereo unspecified)	?	0%	3	10%	1%	1%
CCCCn1c(SCC(=O)NCc2cccs2)nc2c1c(=O)n(C)c(=O)n2C	-12%	15%[11.4 µM]	33	-3%	-2%	0%
O=C(CNC(=O)c1ccccc1F)OCC(=O)N1CCCCC1	-3%	-12%	-62*	6%	9%	2%
CCOc1ccc(N2CC(C(=O)Nc3ccccc3OC)CC2=O)cc1 (stereo unspecified)	-5%	-11%	5	8%	-5%	-1%
COc1ccc(COC(=O)N/N=C(\C)CC(=O)Nc2ccc(Cl)cn2)cc1	-6%	-11%	-30	24%	-3%	0%
Cc1ccc(NC(=O)CSc2nnc(C3CC3)n2CC2CCCO2)c(C)c1 (stereo unspecified)	2%	77%[activator]	10	-18%	13%	1%
CCc1ccc(C(=O)COC(=O)C(CCSC)NC(=O)c2ccccc2)cc1 (stereo unspecified)	5%	5%	48	-4%	5%	10%
CCOc1ccccc1C1CC(c2ccc(Br)cc2)Nc2nc(N)nn21 (stereo unspecified)	?	-8%	1	1%	2%&-2%	1%
CCOC(=O)C1=C(N)OC2=C(C(=O)CC(C)(C)C2)C1c1ccccc1OC (stereo unspecified)	2%	.	-14	11%	27%	-1%
Cc1c(C(=O)Nn2cnnc2)oc2ccccc12	12%	-1%	5	8%	1%	-1%

Of the compounds above, 3 contain a halogen:
SMILES	AmpC inh detg	Sm TGR inh	HCMV inh	AMA1 RON2 block	HCV inhibitor	FBPA Giardia inh
O=C(CNC(=O)c1ccccc1F)OCC(=O)N1CCCCC1	-3%	-12%	-62*	6%	9%	2%
COc1ccc(COC(=O)N/N=C(\C)CC(=O)Nc2ccc(Cl)cn2)cc1	-6%	-11%	-30	24%	-3%	0%
CCOc1ccccc1C1CC(c2ccc(Br)cc2)Nc2nc(N)nn21 (stereo unspecified)	?	-8%	1	1%	2%&-2%	1%

Carrying on:
SMILES	AmpC inh detg	Sm TGR inh	HCMV inh	AMA1 RON2 block	HCV inhibitor	FBPA Giardia inh
COc1ccc(S(=O)(=O)N2CCOCC2)cc1NC(=O)[C@@H]1CCCN1C(=O)c1cccs1	?	-2%	7	25%	?	-4%
CCN(CC)S(=O)(=O)c1ccc(N2CCOCC2)c(NCC(=O)Nc2ccc(F)cc2)c1	-10%	-12%	?	-5%	-19%	1%
COc1ccc(C)cc1NC(=O)CSc1nnc(-c2ccc(C)cc2)o1	-11%	6%	123	-1%	-17%	-1%
Cc1ccc(NC(=O)C/C(N)=N/O)cc1C	5%	5%	-1	14%	3%	-1%
COC(=O)c1cc(-c2ccc3c(c2)OCO3)nc2ccccc12	?	2%	-19	68%[activator]	?	10%
CCOC(=O)n1c(=O)[nH]c2ccc(Br)cc21	?	2%	-33	-7%	1%	-2%
CS(=O)(=O)Nn1cnc2ccccc2c1=O	?	0%	-24	-3%	24%	0%
Cc1ccc(-c2cc(C(=O)N3CCc4ccccc4C3)no2)cc1	-10%	.	16	0%	1%	0%
CNC(=O)c1ccc(-c2cc(C(F)(F)F)nn2C)s1	5%	-2%	-5	-7%	17%	?
Cc1cccc(OCC(=O)NC(Cc2c[nH]c3ccccc23)C(=O)O)c1C (stereo unspecified)	2%&-1%	-4%&-8%	20&18	10%	1%	-14%
CC(CS(=O)(=O)c1ccc2c(c1)NC(=O)CS2)C(=O)NCc1ccccc1Cl (stereo unspecified)	-7%	-16%	-16	70%[activator]	-3%	7%
CN(C)S(=O)(=O)c1cccc(C(=O)OCC(=O)NC2CCCc3ccccc32)c1 (stereo unspecified)	2%	5%	24	6%	-1%	3%

Grouped by structure: those above with a thiophene ring, fused or not.
SMILES	AmpC inh detg	Sm TGR inh	HCMV inh	AMA1 RON2 block	HCV inhibitor	FBPA Giardia inh
CCCCn1c(SCC(=O)NCc2cccs2)nc2c1c(=O)n(C)c(=O)n2C	-12%	15%[11.4 µM]	33	-3%	-2%	0%
COc1ccc(S(=O)(=O)N2CCOCC2)cc1NC(=O)[C@@H]1CCCN1C(=O)c1cccs1	?	-2%	7	25%	?	-4%
CNC(=O)c1ccc(-c2cc(C(F)(F)F)nn2C)s1	5%	-2%	-5	-7%	17%	?

One compound at a time, from the list above.
Results for Cc1ccc(NC(=O)C/C(N)=N/O)cc1C → AmpC inh detg = 5%; Sm TGR inh = 5%; HCMV inh = -1; AMA1 RON2 block = 14%; HCV inhibitor = 3%; FBPA Giardia inh = -1%
Results for CS(=O)(=O)Nn1cnc2ccccc2c1=O → AmpC inh detg = ?; Sm TGR inh = 0%; HCMV inh = -24; AMA1 RON2 block = -3%; HCV inhibitor = 24%; FBPA Giardia inh = 0%
Results for CCN(CC)S(=O)(=O)c1ccc(N2CCOCC2)c(NCC(=O)Nc2ccc(F)cc2)c1 → AmpC inh detg = -10%; Sm TGR inh = -12%; HCMV inh = ?; AMA1 RON2 block = -5%; HCV inhibitor = -19%; FBPA Giardia inh = 1%

(continued)
SMILES	AmpC inh detg	Sm TGR inh	HCMV inh	AMA1 RON2 block	HCV inhibitor	FBPA Giardia inh
C=C(C)COc1ccc2c(C)c(CCC(=O)NC3CC3)c(=O)oc2c1	-1%	-11%	?	-13%	?	6%
O=C(CSc1ccc2nnc(-c3cccnc3)n2n1)N1CCOCC1	0%	-1%	7	-15%	-1%	3%
COc1cccc(C(=O)COC(=O)c2ccc(NC(=O)c3ccccc3)cc2)c1	.	.	-12	10%	?	.
COc1ccc(NC(=O)CSc2nnc(C)n2C2CC2)cc1S(=O)(=O)N1CCOCC1	3%	-17%	64	0%	3%	.
CCn1c(/C=C/N(C(C)=O)c2ccccc2)[n+](CC)c2ccc(Cl)cc21	-12%	1%	-16	6%	5%	7%
CCN=C1Sc2nc3ccc(OCC)cc3cc2CN1CCOC	2%	-1%	-12	16%	-8%	-4%
CCN(CC)S(=O)(=O)c1cc(C(=O)N(C)CC(=O)Nc2ccc(Cl)cc2)ccc1Cl	-2%	5%	-29	-4%	?	-4%
Cc1nn(CCCC(=O)NCc2cccc(Cl)c2)c(=O)c2c1sc1ccccc12	16%	-5%	-32	.	.	.
C[C@H](CO)N1C[C@H](C)[C@@H](CN(C)C(=O)Nc2ccc(C(F)(F)F)cc2)Oc2c(cccc2N(C)C)C1=O	.	.	-33	-3%	-2%	.
CCOC(=O)C1=C(CNC2CCCCC2)NC(=O)NC1c1cc(C)ccc1C (stereo unspecified)	?	-24%	34	-2%	?	-16%
C[C@H](CO)N1C[C@H](C)[C@@H](CN(C)C(=O)NC2CCCCC2)Oc2c(NC(=O)Nc3ccc(C(F)(F)F)cc3)cccc2C1=O	.	.	-9	52%[activator]	?	.
Cc1cc(NS(=O)(=O)c2ccc(NC(=S)NC(=O)/C=C/c3ccccc3)cc2)no1	-11%	?	-18	-6%	7%	-22%
CCCCN1C(=O)c2[nH]nc(-c3ccccc3O)c2C1c1ccc(OCc2ccccc2)c(OC)c1 (stereo unspecified)	6%	10%	?	.	.	.
CCOC(=O)C(=CNCC(=O)OC)C(=O)OCC	3%	0%	-28	-1%	2%	1%
CCOc1cccc(OCCCCN2CCOCC2)c1	5%	9%	15	-8%	-13%	-27%
S=C(NCc1ccccc1)Nc1ccc2ccccc2c1	3%	-5%	25	12%	-11%	.
CCOc1cc(/C=C2/NC(=O)N(CC(=O)OC)C2=O)ccc1OC	1%	-5%	-23	1%	-14%	2%
COc1cccc(/C=C(\C#N)c2nc3ccccc3[nH]2)c1OCC(=O)O	-6%	3%	18	15%	3%	-15%
Cc1ccc2c(Cl)c(C(=O)NCCc3ccccc3)sc2c1	-10%	-18%	12	17%	-3%	1%
O=C(CN1C(=O)C2CC=CCC2C1=O)OCC(=O)c1ccc(Cl)c([N+](=O)[O-])c1 (stereo unspecified)	4%	-15%	73	6%	5%	.
O=C(NCCN1CCOCC1)c1cccc(NS(=O)(=O)c2ccc(Br)cc2)c1	-12%	-4%	-8	-10%	12%	.
Cc1ccc(NC(=O)Nc2nnc(CSCCOc3ccc(Cl)cc3)s2)cc1	?	-8%	-35	-4%[2.32 µM]	10%	3%
Cc1cc(=O)oc2cc(OCC(=O)OCC(=O)NC(=O)NC(C)C)ccc12	?	3%	-10	3%	11%	1%
CCc1ccc(CN(Cc2ccco2)c2cnc(S(C)(=O)=O)nc2C(=O)Nc2ccccc2Cl)cc1	10%	-2%	13	.	.	.
Cc1ccc(N(C(C)C(=O)O)S(=O)(=O)c2cccnc2)cc1 (stereo unspecified)	?	1%	24	0%	27%	7%
Cc1ccc(S(=O)(=O)Nc2cccc(/C=C/C(=O)O)c2)cc1	6%	8%	41	2%	32%[activator]	0%
Cc1c(C(=O)N(Cc2cccs2)C2CCS(=O)(=O)C2)oc2ccccc12 (stereo unspecified)	?	-7%	2	-7%	4%	-13%
O=C(O)CCCNC(=O)c1cncc(Br)c1	-6%	4%	3	-1%	5%	1%
Cc1ccsc1-c1n[nH]c(=S)n1C1CCCCC1	-12%	-2%	25	37%[activator]	22%	-7%
Nc1nc(-c2cccc(F)c2)cs1	1%	?	3	-10%	-12%	11µM*
Cc1ccc(-n2c(SCC(=O)N/N=C/C=C/c3ccccc3[N+](=O)[O-])nc3ccccc3c2=O)cc1	1%	3%	20	-2%[2.32 µM]	?	2%
CCOc1ccc(CCNC(=O)c2cc(-c3ccccc3)c(N3CCOCC3)s2)cc1	.	.	-3	-5%	?	.
COCc1cc(=O)[nH]c(SC)n1	-3%	-2%	?	2%	6%	0%
COC(=O)c1cccc(N(C(=O)c2cnccn2)C(C(=O)NCc2ccccc2)c2ccco2)c1 (stereo unspecified)	?	-1%	-3	3%	7%	6%
O=C(O)C1CC=CCC1C(=O)NNc1c(Cl)cc(Cl)cc1Cl (stereo unspecified)	6%	9%	?	-3%	9%	20%
CC(=O)N1CCCc2cc(S(=O)(=O)Nc3ccc(C)cc3C)ccc21	?	2%	-32	9%	20%	14%

Overlap with the part before: two entries, then new ones.
SMILES	AmpC inh detg	Sm TGR inh	HCMV inh	AMA1 RON2 block	HCV inhibitor	FBPA Giardia inh
O=C(O)C1CC=CCC1C(=O)NNc1c(Cl)cc(Cl)cc1Cl (stereo unspecified)	6%	9%	?	-3%	9%	20%
CC(=O)N1CCCc2cc(S(=O)(=O)Nc3ccc(C)cc3C)ccc21	?	2%	-32	9%	20%	14%
COc1cc2ccccc2cc1C(=O)NC(=S)Nc1cccc(C(=O)O)c1C	-8%	?	-20	1%	?	21%
CCOc1ccccc1N(C)C(=O)c1cc2c(s1)-c1ccccc1OC2	0%	1%	3	.	.	.
CN(C)c1ccc(/C=C2\SC(=O)N(CCc3nnc(N)s3)C2=O)cc1	?	-4%	?	3%	-18%	1%
COc1ccc(CCNC(=O)CNCCc2ccc(F)cc2)cc1	-10%	0%	-18	-17%	-13%	-29%
C[C@H]1CN=C(N(C)C)N1CC1CCC(C(C)(C)C)CC1 (stereo partly specified)	?	-1%	-10	2%	?	.

Assay outcomes (PubChem BioAssay)

Compounds were not picked by outcome; any-hit rate near 9.3%.
